# Bioassay records from PubChem.
# ATXN2 expr inh = Primary qHTS for Inhibitors of ATXN expression. AID 1745845, 2022. actives 0.72% (n = 360,000). Potency, µM (series often up to 57 µM), for the others: at the top dose activity change, negative = inhibition, usual class: inhibitors. HEK-293 ATXN2-luciferase reporter, luminescence, 24 h; further: potency means the concentration at half of the fitted maximal effect; on the % scale 0 is the no-effect control and ±100 the full control effect; nearly all actives have a fitted effect of over 55% in size
#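 qHTS (up to 57 uM final) was run with 24 h compound exposure of reporter cells at 37 °C. Each well was multiplexed: SteadyGlo luminescence measured ATXN2-luciferase expression after a fluorogenic Gly-Phe-AFC viability readout (25 uM final).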
# Nrf2 block = Nrf2 qHTS screen for inhibitors; A549 ARE-Fluc reporter, luciferase luminescence, 18-24 h; Potency, µM (titrated, usually from 46 µM), for the others: at the highest dose activity change, negative = inhibition, most hits filed as inhibitors; actives 2.1% (n = 360,000); AID 504444, 2011; further: potency means the concentration at half of the fitted maximal effect; on the % scale 0 is the no-effect control and ±100 the full control effect; nearly all actives have a fitted effect of over 60% in size
#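 Two sequential reads on A549 ARE_Fluc cells exposed to compound for 18-24 h: a CellTiter-Fluor fluorescence read for viability, then a luciferase luminescence read for Nrf2/ARE activity.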
# Nrf2 ARE act = qHTS of Nrf2 Activators | AREc32 ARE-luciferase reporter (MCF7-derived line), luminescence, 24 h | Potency, µM (doses to about 46.1 µM), for the others: at the top dose activation, actives largely listed as activators | actives 0.31% (n = 410,000) | AID 624171, 2012; further: potency means the concentration at half of the fitted maximal effect; % of control where 0% means no effect; nearly all actives have a fitted effect of over 65% in size
#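 Luciferase luminescence (Steady-Glo, 30 min at room temperature) served as the read-out of ARE activation in AREc32 cells treated with compounds for 24 hr at 37 deg C.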
# TGFb inhibitor = qHTS for Inhibitors of TGF-b | HepG2 CAGA-GFP TGF-b/SMAD3 reporter, GFP fluorescence, 18 h; TGF-beta stimulated, 500 pg/mL final | Potency, µM (top dose mostly 46.1 µM), inactives show top-dose activity, negative = inhibition, hits mostly inhibitors | actives 1.2% (n = 410,000); further: potency means the concentration at half of the fitted maximal effect; on the % scale 0 is the no-effect control and ±100 the full control effect; nearly all actives have a fitted effect of over 65% in size
#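 Using HEPG2 CAGA-GFP reporter cells at 1000 cells/well, we pinned test compounds, stimulated with recombinant TGF-beta (500 pg/mL final) and measured total well GFP after 18 h.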
# EPAC2 agonist = qHTS for Agonist of cAMP-regulated guanine nucleotide exchange factor 4 (EPAC2): primary screen. Rap guanine nucleotide exchange factor 4 (Homo sapiens), Q8WZA2. EPAC2 activation, biochemical qHTS; response scale: 100% = 6.5 mM cAMP response. Potency, µM (top dose mostly 154 µM), for inactives: at the top dose activation, most hits filed as activators. actives 0.079% (n = 360,000). AID 720711, 2013; further: potency means the concentration at half of the fitted maximal effect; nearly all actives have a fitted effect of over 50% in size
# Target sequence (Q8WZA2 whole entry, looked up): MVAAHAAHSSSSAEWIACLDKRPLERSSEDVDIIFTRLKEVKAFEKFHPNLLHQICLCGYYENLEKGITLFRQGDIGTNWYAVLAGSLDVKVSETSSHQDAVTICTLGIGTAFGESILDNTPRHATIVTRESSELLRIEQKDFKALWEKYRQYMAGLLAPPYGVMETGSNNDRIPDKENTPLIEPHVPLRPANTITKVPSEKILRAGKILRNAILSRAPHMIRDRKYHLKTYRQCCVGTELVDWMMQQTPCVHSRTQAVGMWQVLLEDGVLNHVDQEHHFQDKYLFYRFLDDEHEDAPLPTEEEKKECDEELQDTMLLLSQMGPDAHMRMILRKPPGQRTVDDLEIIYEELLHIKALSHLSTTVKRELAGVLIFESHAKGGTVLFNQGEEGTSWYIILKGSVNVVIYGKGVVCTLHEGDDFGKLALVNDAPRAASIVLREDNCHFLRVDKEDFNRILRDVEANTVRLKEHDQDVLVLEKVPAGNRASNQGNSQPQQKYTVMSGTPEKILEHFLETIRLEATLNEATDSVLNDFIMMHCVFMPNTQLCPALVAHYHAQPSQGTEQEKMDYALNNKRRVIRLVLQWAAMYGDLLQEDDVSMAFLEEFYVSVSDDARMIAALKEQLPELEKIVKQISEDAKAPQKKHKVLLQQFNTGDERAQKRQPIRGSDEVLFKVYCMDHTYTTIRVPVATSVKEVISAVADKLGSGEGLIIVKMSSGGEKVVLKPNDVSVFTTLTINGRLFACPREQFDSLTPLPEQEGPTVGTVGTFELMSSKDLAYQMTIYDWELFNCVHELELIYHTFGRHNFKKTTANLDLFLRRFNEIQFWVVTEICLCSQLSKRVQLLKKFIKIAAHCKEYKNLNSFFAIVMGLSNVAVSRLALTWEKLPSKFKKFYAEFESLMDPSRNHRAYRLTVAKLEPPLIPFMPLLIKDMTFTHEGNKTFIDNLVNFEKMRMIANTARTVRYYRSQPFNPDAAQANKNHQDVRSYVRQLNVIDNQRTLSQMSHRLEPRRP
#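 EPAC2 (100 nM) mixed with Rap1B loaded with BODIPY-GDP (250 nM) plus 50 uM unlabeled GDP; compounds pinned in, 5 min RT, then read every 5 min for 30 min (ex 480, em 540 nm). Normalized to cAMP control.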
# S2 tox = Viability Counterscreen for Primary qHTS for Inhibitors of ATXN expression; S2 cells (HEK-293 line with an ATXN2-luciferase reporter) viability, CellTiter-Fluor protease fluorescence, 24 h; Potency, µM (series often up to 56.7 µM), hits mostly cytotoxic; actives 0.49% (n = 400,000); AID 651635, 2014; further: potency means the concentration at half of the fitted maximal effect; nearly all actives have a fitted effect of over 40% in size
# IL-2 act = qHTS of IL-2 Activators. IL-2 activation reporter assay, cell-based qHTS; stimulated with anti-CD3/CD4/CD28 beads; in transgenic mouse T cells. activation, % (series mostly up to about 46 µM). actives 0.065% (n = 360,000). AID 652025, 2013; in the data active means activation above about 50%; inconclusive means mostly about 30% to 49%; further: 0% is about no effect
#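 Unstimulated transgenic mouse T cells; 60-min compound exposure; bead-based TCR/CD4/CD28 stimulation; 18 h culture, 37 degrees C; dual fluorescence (EGFP, DsRed) plate cytometry.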
# A549 tox = Nrf2 qHTS screen for inhibitors: counterscreen for cytotoxicity. actives 0.16% (n = 390,000). A549 ARE-Fluc cells, CellTiter-Fluor viability, 18-24 h. Potency, µM (top dose mostly 46 µM), for inactives: top-dose activity change, negative = cytotoxicity, most hits filed as inhibitors; further: potency means the concentration at half of the fitted maximal effect; on the % scale 0 is the no-effect control and ±100 the full control effect
#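 Cytotoxicity counterscreen: CellTiter-Fluor fluorescence was measured in A549 ARE_Fluc cells after 18-24 h of compound exposure in a concentration series. The subsequent BugLite luminescent read reports ARE-luciferase activity.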
# HepG2 tox = qHTS for Inhibitors of TGF-b: Cytotox Counterscreen; AID 588856, 2011; Potency, µM (doses to about 46.1 µM), without a hit: top-dose activity change, negative = cytotoxicity, most hits filed as cytotoxic; actives 0.76% (n = 410,000); HepG2 CAGA-GFP viability, ATP luminescence, 18 h; further: potency means the concentration at half of the fitted maximal effect; some results filed as inactive show a strong effect at the top dose
#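 HepG2 CAGA-GFP cells (1000/well, DMEM with 1% FBS) received compound, then TGF-beta at 500 pg/mL final, and were incubated 18 hours at 37 degrees C. Viability was read by CellTiter-Glo luminescence. Media-only wells were set as complete cell-killing and DMSO as no toxicity.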
# Starred values were filed as active, the others as inactive; i = inactive; ? = inconclusive; / = no result given; & = joins results of further samples; [ ] = another dose, or the depositor's remark. Unless noted, the call rests on the fitted dose curve; in most records, active means well fitted curve in the direction sought with a large enough effect; inconclusive means small, poorly fitted or top-dose-only effect, or another doubt; inactive means no such curve, though single readings can be large; an effect the other way counts as inactive or inconclusive.
SMILES,ATXN2 expr inh,Nrf2 block,Nrf2 ARE act,TGFb inhibitor,EPAC2 agonist,S2 tox,IL-2 act,A549 tox,HepG2 tox
O=C(CN1CCN(CCC(=O)Nc2ccccc2F)CC1)Nc1ccc(Cl)cc1,-6.5%,9.0%,3.3%,-19.8%,0.0%,i,-3.1,2.3%,-5.6%
Cc1ccc(C)c(-n2c(=O)c(C#N)cc3c(=O)n4ccccc4nc32)c1,3.4%,21.8%,-0.1%,-1.9%,3.3%,/,1.6,?,-1.5%
CNC(=O)c1ccccc1Sc1ccccc1CO,7.6%,5.5%,-1.0%,-19.5%,11.3%,i,-0.5,-2.0%,-24.0%
O=C(NC1CCCC1)C(c1ccccn1)N(C(=O)c1csnn1)C1CC1 (centres undefined),-0.8%,22.1%,0.2%,-7.5%,7.8%,i,-1.7,0.3%,-8.6%
Cc1ccc(S(=O)(=O)N2CCCC2C(=O)NCc2ccccc2Cl)cc1 (centres undefined),-2.3%,?,-0.1%,-18.1%,6.9%,i,0.0,3.8%,-11.3%
O=C(/C=C/c1cccs1)NNC(=O)c1cccc([N+](=O)[O-])c1,17.1%,?,?,0.0%,-8.5%,i,0.0,-2.6%,-6.3%
COc1ccccc1N(C)S(=O)(=O)c1ccc(C(=O)NCc2ccccc2CN2CCCC2)cc1,-23.0%,5.1%,-0.1%,-26.7%,1.4%,i,0.4,-0.5%,-29.6%
CNC(=O)c1cc2cc(Br)ccc2s1,-4.9%,-0.7%,0.2%,6.8%,12.2%,i,-2.9,1.8%,-18.0%
CC/C(=N\NC(=O)CNC(=O)/C=C/c1ccc(OC)cc1)c1ccccc1,-14.4%,23.4%,-0.7%,-6.1%,9.9%,i,-0.1,-2.5%,6.0%
NC(=O)C[C@H]1NC(=O)[C@H](CCC(=O)O)NC(=O)c2cc([N+](=O)[O-])cc(I)c2NCCC[C@@H](C(N)=O)NC1=O,5.9%,-14.8%,0.4%,19.8%,5.0%,?,-3.2,?,24.3%
COc1ccc(NC(=O)COC(=O)COc2cccc(Br)c2)cc1OC,-12.9%,2.7%,-0.3%,11.8%,0.2%,?,-1.1,-1.6%,0.2%
Fc1cccc(CCN2CCNC[C@@H]2Cc2ccccc2)c1,-9.8%,1.3%,0.5%,-3.2%,3.5%,i,-1.8,13.2%,2.6%
COc1cc(NC(=O)C(CCSC)NS(=O)(=O)c2ccc3c(c2)oc(=O)n3C)cc(OC)c1 (centres undefined),/,/,2.8%,0.0%,/,/,/,0.1%,-10.4%
O=C(CSc1ncc(C(F)(F)F)cc1Cl)NCC1CCCO1 (centres undefined),18.9%,14.6%,-0.9%,-2.9%,14.6%,i,-1.3,1.4%,-2.0%
Cc1cc(-c2nnc(SCC(=O)c3ccc(F)cc3)o2)no1,-1.2%,12.5%,0.4%,?,2.8%,i,1.8,2.6%,14.7%
O=C(Nn1cnnc1)c1ccccc1-c1ccccc1,-9.3%,-7.5%,0.3%,0.5%,-12.8%,i,-0.5,-3.3%,-19.1%
COC(=O)C12CCC3(SCCS3)C(C(=O)OC)(CCC13SCCS3)C2,0.5%,-5.7%,-0.4%,-8.1%,4.6%,i,-3.6,2.8%,-26.1%
CCCCOC(=O)Nc1ccc(S(=O)(=O)Nc2nc(C)cc(C)n2)cc1,-5.0%,-29.5%,-0.8%,0.0%,0.8%,i,-1.5,-17.5%,-2.4%
O=C(O)C1Nc2c(C(F)(F)F)ccc(Cl)c2C2C=CCC12 (centres undefined),/,-12.8%,4.7%,?,-3.5%,i,-0.8,-1.1%,-14.0%
O=C(COC(=O)Cc1ccc(Cl)cc1)Nc1ccccc1F,-2.8%,14.9%,-0.4%,-3.9%,7.5%,?,-0.4,2.2%,0.3%
O=c1ccc(=O)n(-c2ccccc2)[nH]1,-13.9%,0.2%,-0.9%,17.6%,3.4%,i,-3.9,1.5%,1.6%
COc1ccc(NC(=O)Cc2ccc(C)c(C)c2)cc1S(=O)(=O)N1CCCCC1,7.5%,?,3.3%,?,0.3%,?,-6.7,-13.3%,7.0%
CC(=O)Nc1cccc(Oc2nc(C)cc(C)c2C#N)c1,8.6%,-7.1%,0.4%,4.4%,0.9%,i,1.8,-1.2%,6.1%
Cc1nc(SCC(=O)Nc2c(C)n(C)n(-c3ccccc3)c2=O)c2cnn(-c3ccccc3)c2n1,/,-13.1%,10.8%,-17.8%,5.2%,?,0.0,16.1%,-19.0%
O=C(CCn1cccc1)NCCc1ccc(Cl)cc1,-3.9%,2.4%,0.2%,6.0%,7.9%,i,0.6,4.6%,-10.8%
O=C(O)c1ccc(N2CCCCC2)cc1O,/,-7.9%,0.5%,-5.2%,3.7%,?,1.7,-16.5%,-8.8%
CCOC(=O)/C=c1\s/c(=C\c2c(OC)ccc3ccccc23)c(=O)n1CC(=O)NCC1CCCO1 (centres undefined),-7.0%,?,-0.5%,74.7%[activator],13.3%,i,-0.9,?,-5.2%
Cc1c(CCNC(=O)c2ccco2)sc2nc(-c3ccc(F)cc3)nn12,/,/,4.0%,?,/,/,/,-14.8%,-20.5%
N#CCn1c(C2CCCCC2)nc2ccccc2c1=O,-2.6%,4.7%,-0.7%,-15.5%,8.4%,i,-1.7,-5.1%,-14.7%
O=C(CCc1ccccc1)NC1CCS(=O)(=O)C1 (centres undefined),-1.4%,2.2%,-1.4%,-0.3%,-4.7%,i,-0.2,-2.8%,-1.7%
Cc1ccc(S(=O)(=O)NCCn2nc(C)cc2C)cc1,-20.4%,-7.2%,-0.6%,17.8%,9.7%,i,0.3,5.0%,1.3%
COc1ccc2c(c1)c(=O)c(C(=O)c1ccc(C)c(C)c1)cn2CC(=O)Nc1ccc2c(c1)OCCO2,14.1%,-3.9%,-0.6%,-26.6%,/,i,/,-1.4%,-20.3%
Cc1ccc(N2C(=O)C3CCC(C)(C2=O)C3(C)C)cc1 (centres undefined),-4.9%,2.5%,-0.9%,-10.0%,4.6%,i,0.3,-1.7%,17.8%
Oc1ccc(C2C=C(c3ccc(F)cc3)Nc3ncnn32)cc1 (centres undefined),11.0%,0.0%,5.2%,-1.2%,5.1%,/,-0.9,0.8%,-14.8%
COc1cccc(C(=O)NCC(=O)N/N=C(\C)Cc2ccccc2)c1,3.4%,-4.8%,-0.2%,-2.5%,3.7%,i,0.1,-0.4%,-14.7%
Cc1ccc2oc(-c3ccc(NC(=O)CC(C)C)cc3)nc2c1,7.1%,?,-0.6%,-0.2%,-0.3%,i,-2.8,-9.5%,-19.4%

# Part of the list above with just S2 tox.
Structure | S2 tox
O=C(CN1CCN(CCC(=O)Nc2ccccc2F)CC1)Nc1ccc(Cl)cc1 | i
CCOC(=O)/C=c1\s/c(=C\c2c(OC)ccc3ccccc23)c(=O)n1CC(=O)NCC1CCCO1 (centres undefined) | i
CCCCOC(=O)Nc1ccc(S(=O)(=O)Nc2nc(C)cc(C)n2)cc1 | i
Cc1nc(SCC(=O)Nc2c(C)n(C)n(-c3ccccc3)c2=O)c2cnn(-c3ccccc3)c2n1 | ?

# Following part
SMILES,ATXN2 expr inh,Nrf2 block,Nrf2 ARE act,TGFb inhibitor,EPAC2 agonist,S2 tox,IL-2 act,A549 tox,HepG2 tox
CNC(=O)CCC(=O)Nc1ccc(C(=O)OC)cc1,-6.0%,15.4%,0.4%,-19.8%,8.4%,i,-0.6,10.3%,-15.3%
COc1cc(-c2cc(C(=O)Nc3cccc(S(=O)(=O)N(C)C)c3)c3ccccc3n2)cc(OC)c1OC,-17.5%,-13.4%,3.1%,-9.5%,11.7%,i,2.4,-4.4%,-16.3%
COc1cc(/C=C(/C(=O)O)c2ccc(-c3ccccc3)cc2)cc(OC)c1OC,-17.7%,4.1%,-0.4%,19.2%,4.5%,i,0.2,-10.4%,-1.3%
CCNC(=S)NNC(=O)c1csc2c1CCCC2,-3.1%,-39.9%,-0.3%,-0.1%,5.8%,i,-1.6,-8.6%,-1.2%
CC(C)(C)c1ccc(CC(=O)N2CCC2(C)C(=O)NS(=O)(=O)Cc2ccccc2)cc1 (centres undefined),10.4%,/,-0.4%,-3.4%,-4.5%,i,0.8,/,-11.3%
CCCC(=Nc1ccccc1OC)C1=C(O)CC(c2ccccc2)CC1=O (centres undefined),3.9%,4.4%,-0.2%,-21.6%,3.7%,i,-0.8,1.1%,-2.3%
CN(C)c1cccc(C(=O)NNC(=S)NC2CCCC2)c1,-10.6%,-10.5%,3.2%,-1.8%,7.7%,i,-0.1,-0.9%,3.4%
c1ccc(SCCCCN2CCOCC2)cc1,/,13.9%,3.0%,-3.7%,5.7%,i,-0.6,7.4%,0.6%
Cc1cccc(NC(=O)c2oc3ccccc3c2NC(=O)Cc2coc3cc(C)cc(C)c23)c1,16.3%,-6.8%,-0.8%,?,/,i,/,4.2%,-12.9%
Cc1cnc(NC(=O)CN2CCN(c3ccccn3)CC2)s1,8.91µM*,?,0.2%,?,-3.5%,?,1.3,?,-22.0%&-11.9%
CN(Cc1cccc(F)c1)C(=O)C1CC(=O)N(Cc2ccco2)C1 (centres undefined),/,/,0.0%,-3.1%,6.5%,i,-1.1,/,1.6%

# Ordered by the number under Nrf2 ARE act (ascending): some entries from above.
Molecule	Nrf2 ARE act
Cc1cccc(NC(=O)c2oc3ccccc3c2NC(=O)Cc2coc3cc(C)cc(C)c23)c1	-0.8%
CCCC(=Nc1ccccc1OC)C1=C(O)CC(c2ccccc2)CC1=O (centres undefined)	-0.2%
Cc1cnc(NC(=O)CN2CCN(c3ccccn3)CC2)s1	0.2%
